# Source: PubChem
# UPR XBP1 act: adaptive UPR (XBP1) activation; CHO-XBP1 luciferase reporter, IRE1-XBP1 UPR activation, luminescence; percent of tunicamycin response, DMSO as zero; activation, % at 20 µM; AID 463104; 330,000 tested, 0.33% active;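 active = versus positive control, 20 µM dose yields 30% or more activation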;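 also: 100% = tunicamycin at 10 µg/mL and 0% = DMSO only wells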
#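 Assay system: CHO-XBP1 luciferase reporter cells; Schedule: 6 h treatment, 37 °C; Detection: glow luminescence from Steady-Glo reagent; Benchmarks: high control tunicamycin 10 µg/mL final, low control DMSO vehicle only.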
# Mdm2-MdmX inh: inhibitors of human Mdm2/MdmX interaction; O15151+Q00987; SaOS-2 split-luciferase Mdm2/MdmX complementation, luminescence; inhibition, % at 8 µM; 330,000 tested, 3% active; AID 485346;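 active = inhibition of at least 50% at 8 µM in the primary screen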
# CXCR6 block: blocks human CXCR6 beta-arrestin recruitment; O00574; CHO-K1 PathHunter CXCR6 beta-arrestin, luminescence; inhibition, % at 20 µM; 360,000 tested, 0.36% active; AID 602244; in the data active = inhibition above about 34%, passing the limit was not always enough;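 also: antagonist mode with CXCL16 agonist at 10 nM final; 0% = 10 nM CXCL16 with DMSO and 100% = unstimulated wells without agonist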
# Target sequence (O00574 whole entry, looked up): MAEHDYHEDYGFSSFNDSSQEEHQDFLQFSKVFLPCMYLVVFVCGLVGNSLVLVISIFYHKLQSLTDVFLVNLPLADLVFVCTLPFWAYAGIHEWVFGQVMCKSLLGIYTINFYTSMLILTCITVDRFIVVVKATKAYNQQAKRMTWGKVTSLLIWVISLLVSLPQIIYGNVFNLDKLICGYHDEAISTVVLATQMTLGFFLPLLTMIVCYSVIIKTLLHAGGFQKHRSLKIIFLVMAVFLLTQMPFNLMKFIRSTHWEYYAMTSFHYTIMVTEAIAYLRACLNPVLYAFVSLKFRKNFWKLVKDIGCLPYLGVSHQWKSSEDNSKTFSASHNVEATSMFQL
# CHOP UPR activ: apoptotic UPR (CHOP) activation | CHO-CHOP luciferase reporter, luminescence; percent of tunicamycin response over DMSO baseline | activation, % at 10 µM | 330,000 tested, 0.34% active | AID 449763;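 active = at 10 µM dose, activation of 40% or more, normalized to positive control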;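 also: 100% = tunicamycin at 10 µg/mL and 0% = DMSO alone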
#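 Material: CHO-CHOP cells, stable luciferase reporter of PERK-eIF2a-CHOP signalling; quantity: 500 reporter cells seeded per well; buffer or medium: F12 medium containing 10% fetal bovine serum; compound: one dose, 10 µM in 0.5% DMSO; incubation: 6 h compound treatment, 37 °C; measured by: Steady-Glo luciferase luminescence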
# APJ agonist: agonists of human APJ apelin receptor. CHO-K1 APJ PathHunter beta-arrestin, luminescence; 0% DMSO wells, 100% apelin. activation, % at 20 µM. 330,000 tested, 0.11% active;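 active = activation more than six SD over the plate average, tested at 20 µM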;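 also: 0% = DMSO alone and 100% = apelin-13 at 10 nM; some results filed as inactive read as strong as hits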
# Target sequence (P35414 whole entry, looked up): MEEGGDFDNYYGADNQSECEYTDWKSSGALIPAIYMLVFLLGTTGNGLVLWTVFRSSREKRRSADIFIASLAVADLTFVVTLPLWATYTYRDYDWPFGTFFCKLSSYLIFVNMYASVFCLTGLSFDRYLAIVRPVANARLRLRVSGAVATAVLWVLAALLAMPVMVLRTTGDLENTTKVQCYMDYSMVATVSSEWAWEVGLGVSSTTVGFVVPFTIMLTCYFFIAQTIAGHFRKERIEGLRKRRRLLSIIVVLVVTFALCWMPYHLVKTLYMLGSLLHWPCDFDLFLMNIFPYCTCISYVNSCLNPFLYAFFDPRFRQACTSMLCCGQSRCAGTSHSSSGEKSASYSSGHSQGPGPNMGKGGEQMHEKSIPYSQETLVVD
#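 assay system = CHO-K1 APJ beta-arrestin complementation cell line | input = cell density 1000 per well | dosing = compound 20 µM once, DMSO 1% | timing = compound 90 min 25 °C, reagent 1 h | measured by = luminescence from split beta-galactosidase complementation, Galacton Star/Emerald II substrate | read-out basis = APJ agonist activity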
# tim23-1 inh: tim23-1 yeast growth inhibition. 330,000 tested, 1.3% active. S. cerevisiae tim23-1 growth, BacTiter-Glo luminescence, 24 h. inhibition, % at 20 µM;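 active = growth inhibition of the mutant yeast at or above 50%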;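 also: temperature-sensitive mutant grown at 25 °C; plate controls were DMSO-treated mutant yeast for no effect and medium wells lacking yeast for full effect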
# EBI2 antag: blocks human EBI2 receptor beta-arrestin signaling | EBI2 beta-arrestin recruitment, luminescence, 7a,25-OHC stimulated | inhibition, % at 5 µM | 360,000 tested, 0.81% active | AID 651636; in the data active = inhibition above about 38%;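 also: enzyme fragment complementation signal reports receptor beta-arrestin coupling in cells; 0% = agonist plus DMSO wells and 100% = wells without agonist; some results beyond the cut were filed as inactive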
# Target sequence (P32249 whole entry, looked up, the tested form may be a part): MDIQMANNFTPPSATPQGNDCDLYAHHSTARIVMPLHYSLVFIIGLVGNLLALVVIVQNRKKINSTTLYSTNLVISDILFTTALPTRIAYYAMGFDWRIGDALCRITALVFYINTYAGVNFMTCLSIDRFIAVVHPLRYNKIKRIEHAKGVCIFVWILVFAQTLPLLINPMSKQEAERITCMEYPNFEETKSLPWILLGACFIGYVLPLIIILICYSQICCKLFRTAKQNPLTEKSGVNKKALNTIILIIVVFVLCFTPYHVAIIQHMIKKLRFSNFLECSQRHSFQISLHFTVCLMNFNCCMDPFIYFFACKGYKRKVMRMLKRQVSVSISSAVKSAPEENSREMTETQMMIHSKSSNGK
# APJ antagonist: antagonists of human APJ apelin receptor; P35414; CHO-K1 APJ beta-arrestin complementation, luminescence; inhibition, % at 20 µM; 330,000 tested, 0.32% active; AID 2521;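 active = inhibition above about 40% at 20 µM, limit read from the data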;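 also: cells challenged with 10 nM apelin-13 agonist together with compound; plate controls were apelin-13 plus DMSO wells for no effect and DMSO wells lacking apelin-13 for full effect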
# CCR6 antag: CCR6 (human) receptor antagonism; 340,000 tested, 0.49% active; inhibition, % at 20 µM; CHO-K1 CCR6 PathHunter beta-arrestin, luminescence, CCL20-stimulated;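 active = compounds whose inhibition of the agonist-driven luminescence signal at 20 µM reaches about 50%, limit read from the data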;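 also: cells stimulated with CCL20 at 14 nM final; plate controls were DMSO with CCL20 for no effect and DMSO without agonist for full effect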
# * hit, by the source's call. Some of the compounds tested; count on the stated rates, not on these rows.
SMILES,UPR XBP1 act,Mdm2-MdmX inh,CXCR6 block,CHOP UPR activ,APJ agonist,tim23-1 inh,EBI2 antag,APJ antagonist,CCR6 antag
CCCCCOC(=O)c1[nH]c2c(c1C)C(=O)CC(c1ccco1)C2 (configuration not stated),6,65*,-5,-0.9,-1,33,8,5,-2
CCOc1ccc(NC(=O)CN2CCN(CC(=O)Nc3ccc(C(N)=O)cc3)CC2)cc1,-8,15,2,-0.9,1,-14,-6,-1,0
Cc1ccc(NC(=O)CSc2nc3ccccc3nc2N2CCOCC2)cc1,0,42,-3,1.7,0,19,9,14,15
CCOC(=O)c1cc(C(C)(C)C)nc(SC)c1C#N,3,14,9,0.1,-4,19,-14,-12,8
CC(CN1C(C)CCCC1C)OC(=O)c1ccccc1F (configuration not stated),-4,3,-4,0.6,0,-10,-20,12,10
CCOC(=O)CSc1nc2ccc(C)cc2[nH]1,0,3,-6,2.9,5,8,-1,9,6
Cn1c2ccccc2c(=O)c2c(=O)n(-c3ccccc3)c(-c3ccc(C(C)(C)C)cc3)nc21,21,89*,11,59*,6,47,7,14,5
CCn1c(=O)n(CC)c2cc(N3CCCC3)c(NC(=O)c3cccc(OC)c3)cc21,-2,18,-4,-3.6,0,35,12,-12,7
CN(c1ccccc1)S(=O)(=O)c1ccc(C(=O)Nc2nnc(C3CC3)o2)cc1,-1,40,-12,4.7,-1,10,14,6,7
Cc1ccc(C(=O)NC2CCN(CC(=O)Nc3c(C)cc(C)cc3C)CC2)cc1,-7,8,-11,1.6,1,21,-7,4,-1
Cc1c(NC(=O)CC(=O)Nc2c(C)n(C)n(-c3ccccc3)c2=O)c(=O)n(-c2ccccc2)n1C,2,-2,-3,0.6,2,21,5,17,-8
CCOc1ccc(C2OC34CCCCC3C(C#N)(C#N)C2(C#N)C(=N)O4)cc1OC (configuration not stated),-2,8,-6,17,5,15,-9,4,11
Cc1cccc(NC(=O)C2c3ccccc3Oc3ccccc32)n1,0,20,5,-0.7,-1,16,6,12,13
CCOc1ccc(N/C=C/C(=O)c2ccc(C)cc2)c([N+](=O)[O-])c1,1,-83,7,0.4,-1,8,6,-1,12
Cc1ccc(-c2[nH]ncc2/C=N/n2c(COc3ccccc3)nc3ccccc3c2=O)cc1,37*,82*,-10,4.7,3,25,-9,-42,-5
Cc1ccc(CCNC(=O)C2CCCN2S(=O)(=O)c2ccc3c(c2)CCC(=O)N3)cc1 (configuration not stated),3,-16,0,1.5,-2,14,2,13,19
CCCC(=O)Nc1cccc(NC(=S)NC(=O)C(C)Oc2ccc(Cl)cc2Cl)c1 (configuration not stated),-1,-8,13,-2.1,-2,14,6,14,31
COc1ccc(C)cc1S(=O)(=O)N(C)CC(=O)Nc1ccc2c(c1)OCCO2,-1,20,-6,-0.8,9,7,-8,-7,-5
CCN(CC(=O)NCc1cccs1)C(=O)/C=C/c1cccc(OC)c1OC,0,6,2,1.6,2,5,-10,24,9
O=C(CCCNC(=O)/C(=C/c1ccc(Br)cc1)NC(=O)c1ccccc1)OCc1ccccc1,-1,6,13,0.2,-5,3,0,-4,8

# Two entries picked at random from the list so far:
SMILES,UPR XBP1 act,Mdm2-MdmX inh,CXCR6 block,CHOP UPR activ,APJ agonist,tim23-1 inh,EBI2 antag,APJ antagonist,CCR6 antag
CCN(CC(=O)NCc1cccs1)C(=O)/C=C/c1cccc(OC)c1OC,0,6,2,1.6,2,5,-10,24,9
Cc1ccc(-c2[nH]ncc2/C=N/n2c(COc3ccccc3)nc3ccccc3c2=O)cc1,37*,82*,-10,4.7,3,25,-9,-42,-5

# Following part
SMILES,UPR XBP1 act,Mdm2-MdmX inh,CXCR6 block,CHOP UPR activ,APJ agonist,tim23-1 inh,EBI2 antag,APJ antagonist,CCR6 antag
COc1ccc(-c2cccc(NS(=O)(=O)c3cc([N+](=O)[O-])ccc3C)c2)nn1,2,21,6,2.8,7,13,2,8,8
O=C(O)c1ccc(S(=O)(=O)Nc2ccc3c(c2)OCCO3)cc1,0,10,13,-2.7,1,2,13,2,-11
CC(C)c1onc(C(=O)NCc2ccc(F)cc2)c1[N+](=O)[O-],-1,-6,2,2.1,5,21,-5,-7,-9
COc1ccccc1NC(=O)c1ccc(NS(=O)(=O)c2ccc(F)c(F)c2F)cc1,-3,-10,3,-0.5,-2,16,-3,9,3
Cc1[nH]c2ccccc2c1C(=O)C(C)OC(=O)c1ccc(NC(=O)CC#N)cc1 (configuration not stated),-4,13,-7,0.1,3,11,16,-37,4
CC(NC(=O)CSC1=NCCS1)c1ccccc1 (configuration not stated),0,-1,-2,0.7,1,-2,-5,-1,-3
Cc1c(NC(=O)C2C3C=CC(C3)C2C(=O)O)c(=O)n(-c2ccccc2)n1C (configuration not stated),-3,-29,4,4.6,5,4,3,10,3
O=C(COC(=O)CNC(=O)c1ccc([N+](=O)[O-])o1)Nc1ncc(Cl)cc1Cl,9,0,-16,1.1,0,12,-15,-16,-11
Cc1cccc(/C(N)=N/OC(=O)c2ccoc2C)c1,-3,94*,-9,2.0,4,67*,5,-37,-10
CC(C)[C@H](NS(=O)(=O)c1ccccc1)C(=O)Nc1nccs1,-1,-4,4,1.4,-2,10,2,1,10
COc1ccc(C)cc1S(=O)(=O)Nc1ccc(-n2c(C)nc3ccccc3c2=O)cc1,-1,7,2,-0.7,-2,8,3,19,4
CCCCC(CCCC)=N/N=C/c1c(O)n(CC)c2cc(C3=NNC(=O)CC3)ccc12,1,58*,-1,4.0,-2,9,24,0,6
O=C(C1CC(c2ccc(F)cc2)=NO1)N1CCN(Cc2ccccc2)CC1 (configuration not stated),0,7,-2,-0.5,-1,7,1,-41,14
NC(=O)CSc1nnc(-c2ccccc2F)n1C1CC1,-3,-7,-4,2.6,-1,3,-11,7,15
COc1ccc(CCNC(=O)CC(=O)N/N=C/c2ccc(C(=O)O)cc2)cc1OC,-5,2,5,-0.5,-1,-8,-4,3,9
Cc1cccc(-n2c(C)c(C)c3c(N)ncnc32)c1,-3,32,-1,-0.4,0,26,1,8,13
COc1ccc(-c2ccc(NS(=O)(=O)c3cc([N+](=O)[O-])ccc3C)cc2)nn1,-6,13,0,2.6,0,11,10,-17,17
CCOc1ccc(NS(=O)(=O)c2cc(C(=O)N3CCCC3)ccc2Cl)cc1,-2,-1,3,0.5,-5,16,7,16,5
COc1cc(C(=S)N2CCOCC2)ccc1OC(=O)c1ccccc1,-2,-24,-17,4.6,0,16,-7,7,5
C[C@H](CO)N1C[C@H](C)[C@@H](CN(C)C(=O)Nc2ccc(C(F)(F)F)cc2)Oc2c(NC(=O)CCC(F)(F)F)cccc2C1=O,-2,27,-6,3.4,-1,19,0,-4,15
Cc1cc(C)nc(Sc2c(F)c(F)c(C(F)(F)F)c(F)c2F)n1,-3,10,-16,-0.3,-2,6,1,5,-3
CCOC(=O)c1ccc2c(c1)C1C=CCC1C(C(=O)OCC)N2 (configuration not stated),-2,4,-1,0.3,3,25,-6,-4,13
CSc1nc2ccccc2n1CC(=O)Nc1c(C)cccc1C,-5,25,10,-0.9,-3,2,3,-8,7
COC(=O)C1C2C=CC3(CN(CC4CCCO4)C(=O)C13)O2 (configuration not stated),-1,-6,-2,-2.2,-8,-1,-2,1,-5
S=C(NCCN1CCOCC1)Nc1ccc(Cl)cc1,1,16,-4,-2.1,-2,4,1,16,2
Cc1ccccc1N1CCN(Cc2c[nH]c3ccccc23)CC1,2,9,3,4.6,3,12,-3,-6,13
O=C(c1ccc(S(=O)(=O)N2CCCCC2)cc1)N1CCc2ccccc2C1,-3,-7,2,-1.2,3,24,7,6,-10
O=C(CNC(=O)c1ccc2c(c1)S(=O)(=O)N=C1CCCCCN12)Nc1ccc(F)c(F)c1,0,-8,3,0.7,-2,2,-6,1,5
Cc1cc2nc3n(c2cc1C)CC1CC(C(=O)NCCc2cccs2)N(C)C31 (configuration not stated),0,21,5,-0.1,-7,-3,2,6,15
O=C(O)C1C2CCC(CC2)C1C(=O)N1CCN(Cc2ccc(F)cc2)CC1 (configuration not stated),-3,13,7,1.2,-3,7,2,11,11

# The list goes on; the last two above are carried over.
SMILES,UPR XBP1 act,Mdm2-MdmX inh,CXCR6 block,CHOP UPR activ,APJ agonist,tim23-1 inh,EBI2 antag,APJ antagonist,CCR6 antag
Cc1cc2nc3n(c2cc1C)CC1CC(C(=O)NCCc2cccs2)N(C)C31 (configuration not stated),0,21,5,-0.1,-7,-3,2,6,15
O=C(O)C1C2CCC(CC2)C1C(=O)N1CCN(Cc2ccc(F)cc2)CC1 (configuration not stated),-3,13,7,1.2,-3,7,2,11,11
O=C(O)c1cccnc1-c1ncccc1C(=O)O,0,11,-3,-1.7,-3,1,-9,-2,8
COc1ccc(NC(=O)Nc2ccccc2C(N)=O)cc1OC,4,9,-1,1.7,-2,27,3,1,-9
COc1ccc(CNC(=O)C2CC=CCC2C(=O)O)cc1OC (configuration not stated),-4,33,29,-1.2,-1,11,-1,15,-10
Cc1cccc(OCCCC(=O)NC2CCCCC2)c1,0,0,0,-0.1,-3,16,9,3,5
Cc1cc(Br)ccc1NC(=O)CNC(=O)Cc1ccc(S(=O)(=O)N2CCOCC2)s1,-2,17,-3,5.2,-3,-4,-2,16,-10
C=CC[C@H]1CC(C)=C[C@H](CC=C)N1C(=O)c1cc(COc2ccccc2SC)on1,2,37,-2,1.2,6,14,12,-5,22
CCOC(=O)N1CCC(NC(=O)c2ccc3c(c2)N(Cc2ccccc2)CCS3)CC1,-3,6,10,0.2,-2,15,2,-8,13
O=C(Nc1ccccc1N1CCOCC1)c1cc(F)cc(F)c1,-2,-31,-7,-1.1,-4,35,0,0,-5
O=C(Nc1ccc(-c2csc(-c3ccccc3)n2)cc1)c1ccccc1,1,1,12,-3.5,2,0,2,-10,-2
COc1ccc(NC(=O)CSc2nc(N)c(NC(=O)c3ccccc3F)c(=O)[nH]2)cc1,-5,5,5,0.4,-5,-22,1,25,12
COc1ccc(CNC(=O)c2cc(C3CC3)nc3c2cnn3C(C)C)cc1OC,0,-1,8,-1.1,-1,18,4,-2,6
Cc1cc(OCC(=O)NCCc2c[nH]c3ccccc23)c2c(C)cc(=O)oc2c1,1,20,-2,-1.8,-3,10,17,0,5
CN=C(NC1CCCCC1)c1ccc([N+](=O)[O-])cc1,-5,19,-10,-0.6,-2,1,-8,16,5
CC(=O)NC(Cc1ccccc1)C(=O)NC1CCN(C(=O)c2cnccn2)CC1 (configuration not stated),-1,-9,1,-1.3,-2,14,0,-13,2
O=C(CSC1=NS(=O)(=O)c2cc(F)ccc2N1)NCc1ccc(F)cc1,1,32,0,1.7,-3,10,-3,18,-2
COc1cc(Nc2ccc(S(=O)(=O)N3CCN(C)CC3)cc2[N+](=O)[O-])cc(OC)c1,-2,5,5,0.7,11,3,3,4,-3
O=C(Cc1ccccc1F)NNC(=O)c1cccs1,2,18,-5,0.9,-4,-2,-12,9,2
